Source: PubChem BioAssay (several laboratories)
NRP1-CendR mod = NRP-1/CendR interaction modulation; inhibition, % at 25 µM; FAM-RPARPAR peptide binding to NRP-1, fluorescence polarization; 360,000 compounds, 0.85% hits; AID 602438;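 active means inhibition or corrected inhibition above about 18%, plus a signal ratio from 0.5 to 1.5, limit read from the data, passing the limit was not always enough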; further: strong numbers were not always called active
MsrA inhibitor = bovine MsrA inhibition. AID 651718. 360,000 compounds, 0.75% hits. inhibition, % at 15.5 µM. purified bovine MsrA, absorbance read-out; in the data active means inhibition above about 4.5%;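 further: 0% = vehicle wells with enzyme and 100% = reference inhibitor wells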
eLon inh = inhibits E. coli Lon protease; purified E. coli Lon protease, fluorescence polarization; P0A9M0; 360,000 compounds, 0.42% hits; inhibition, % at 7.94 µM; AID 602123; in the data active means inhibition above about 13%, passing the limit was not always enough;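 further: 0% = enzyme with probe and DMSO and 100% = no enzyme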
Target sequence (P0A9M0 whole entry, looked up): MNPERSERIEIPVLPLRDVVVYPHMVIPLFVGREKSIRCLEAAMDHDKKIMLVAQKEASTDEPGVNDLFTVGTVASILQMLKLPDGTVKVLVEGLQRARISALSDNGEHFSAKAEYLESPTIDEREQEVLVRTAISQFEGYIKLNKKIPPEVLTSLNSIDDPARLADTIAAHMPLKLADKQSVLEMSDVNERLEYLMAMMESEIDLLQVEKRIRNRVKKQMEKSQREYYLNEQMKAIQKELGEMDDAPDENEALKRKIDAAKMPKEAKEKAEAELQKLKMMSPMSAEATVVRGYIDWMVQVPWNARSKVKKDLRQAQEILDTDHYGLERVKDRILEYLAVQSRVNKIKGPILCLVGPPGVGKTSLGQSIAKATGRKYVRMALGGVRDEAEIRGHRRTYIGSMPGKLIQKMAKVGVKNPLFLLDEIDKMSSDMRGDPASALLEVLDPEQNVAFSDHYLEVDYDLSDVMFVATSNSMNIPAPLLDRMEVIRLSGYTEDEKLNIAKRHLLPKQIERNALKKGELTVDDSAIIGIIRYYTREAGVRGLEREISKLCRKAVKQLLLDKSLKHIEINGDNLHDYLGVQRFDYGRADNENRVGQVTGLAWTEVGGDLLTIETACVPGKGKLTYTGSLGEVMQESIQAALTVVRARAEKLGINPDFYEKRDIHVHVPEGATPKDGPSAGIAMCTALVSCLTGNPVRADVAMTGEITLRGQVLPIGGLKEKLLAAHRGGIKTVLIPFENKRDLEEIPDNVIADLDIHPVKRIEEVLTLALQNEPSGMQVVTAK
DNMT1 block = DNMT1 (human) enzyme inhibition | DNMT1 molecular beacon, Hinp1I cleavage, fluorescence | AID 588458 | inhibition (reported as % activation of signal), % at 10 µM | 360,000 compounds, 0.83% hits | P26358; in the data active means inhibition above about 50%
bovine MsrA act = activators of bovine methionine sulfoxide reductase A; purified bovine MsrA, absorbance read-out; activation, % at 10.6 µM; 360,000 compounds, 0.3% hits; AID 602163; in the data active means activation above about 7.5%;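 further: 0% = vehicle and 100% = reference activator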
LMPTP block = LMPTP (human) inhibition. P24666. recombinant LMPTP-A, OMFP fluorogenic substrate, fluorescence intensity. 360,000 compounds, 0.22% hits. inhibition, % at 20 µM;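 active means compounds that cut the enzyme signal by at least half of the control window in the single-dose screen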;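 further: plate controls were DMSO wells with enzyme plus substrate for no effect and substrate without enzyme for full effect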
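Material: LMPTP-A; amount: 0.625 nM enzyme; doses: single 20 µM dose; times: reaction 50 min, room temperature, dark; technique: fluorescence intensity of OMFP turnover product; benchmarks: no-enzyme and uninhibited controls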
SUMO1-SIM PPI = alters human SUMO1 binding to SIM partners; SUMO1 binding to a labelled peptide, TR-FRET, 1 h; inhibition, % at 20 µM; 360,000 compounds, 0.33% hits; P63165; in the data active means inhibition above about 37%
Tb MetRS inh = Trypanosoma brucei MetRS inhibition. purified T. brucei MetRS, ATP depletion, Kinase-Glo luminescence. inhibition, % at 11.9 µM. 360,000 compounds, 0.4% hits. AID 624268;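 active means inhibition above a per-plate cutoff of the control wells' mean inhibition plus 3 SD, cut at about 5.5% in these data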;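 further: 0% = DMSO wells median and 100% = median of wells with control inhibitor compound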
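assay system = parasite MetRS enzyme | timing = 15 min preincubation, 2 h reaction, all 25 °C | evaluation = percent inhibition relative to median high and low control wells | medium = HEPES buffer containing pyrophosphatase, BSA, spermine, DTT | compound = single dose, 11.9 µM final nominal, 0.9% final DMSO | detection = Kinase-Glo luminescence, ATP depletion format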
STEP block = blocks human striatal-enriched tyrosine phosphatase. P54829. recombinant STEP, OMFP fluorogenic substrate, fluorescence. inhibition, % at 20 µM. 360,000 compounds, 0.25% hits. AID 588621;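 active means inhibition at 20 µM, scaled per plate between control wells, above about 37%, limit read from the data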;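 further: 0% = DMSO with enzyme and substrate and 100% = substrate only without enzyme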
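Assay system: isolated STEP enzyme / Timing: 20 min at room temperature, dark / Doses: 20 µM, 1% DMSO / Technique: fluorescence intensity, excitation 480 nm, emission 540 nm / Reagent: fluorogenic phosphatase substrate OMFP at 25 µM final / Measure: percent inhibition scaled to no-enzyme and uninhibited-enzyme controls, plate-pattern corrected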
Scp1 inh = Scp-1 (human) phosphatase inhibition. inhibition, % at 20 µM. AID 493091. Q9GZU7. Recombinant Scp1, phosphopeptide, malachite green phosphate absorbance. 340,000 compounds, 0.88% hits;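 active means inhibition above about 50% at 20 µM, limit read from the data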;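 further: plate controls were DMSO wells with enzyme for no effect and wells lacking enzyme for full effect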
Target sequence (Q9GZU7 76-261 limits assumed): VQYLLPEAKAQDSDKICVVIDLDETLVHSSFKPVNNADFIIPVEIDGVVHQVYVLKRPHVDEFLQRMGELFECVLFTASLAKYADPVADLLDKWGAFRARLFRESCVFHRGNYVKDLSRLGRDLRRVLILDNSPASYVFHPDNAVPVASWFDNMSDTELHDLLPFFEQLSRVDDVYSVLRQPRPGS
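Test system: SCP-1 phosphatase catalytic domain, residues 76-261 | Compound dosing: One concentration, 20 µM, with 1.0% DMSO | Schedule: 45 min room-temperature reaction, 5 min colour, 30 min stabiliser | Detection: Absorbance at 630 nm | Read-out basis: % inhibition of SCP-1 phosphate liberation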
Numbers without * were called inactive; . = no result given.

| MsrA inhibitor | eLon inh | DNMT1 block | Scp1 inh | bovine MsrA act | SUMO1-SIM PPI | LMPTP block | Tb MetRS inh | NRP1-CendR mod | STEP block | Structure |
| --- | --- | --- | --- | --- | --- | --- | --- | --- | --- | --- |
| 0.3 | 11 | 10 | 47 | -2 | -27 | 3.8 | 0.0 | 5 | 5 | O=C1Nc2ccc(C(=O)O)c(O)c2C1=O |
| -0.4 | 8 | -2 | -3 | -4 | 2 | -1.4 | -0.3 | -9 | -4 | CCCCn1c(N)c(N(CCOC)C(=O)c2ccc(S(=O)(=O)N3CCCCCC3)cc2)c(=O)[nH]c1=O |
| 1.7 | -4 | 3 | -2 | -8 | -4 | -1.7 | -1.0 | -5 | 0 | Cc1c(NC(=S)NC(=O)c2cc3ccccc3o2)cccc1C(=O)O |
| -0.7 | -4 | -1 | -12 | 0 | -5 | 0.2 | -0.3 | 5 | 3 | COc1cccc(CN(C(=O)/C=C/c2ccc(Cl)cc2)C2CCS(=O)(=O)C2)c1 (stereo not drawn) |
| -1.7 | -2 | 0 | -4 | 0 | -1 | -0.1 | -0.9 | -61 | -1 | OCc1nnn(-c2ccccc2)c1CO |
| -0.4 | 1 | 6 | -2 | 2 | 0 | -1.6 | -0.7 | -2 | 0 | Cc1cccc(OCC(=O)N2CCN(C(=O)Cc3ccccc3)CC2)c1 |
| -0.2 | 3 | 6 | . | -2 | 13 | 0.4 | -0.4 | -10 | -2 | C[C@H](NC(=O)c1[nH]cnc1C(=O)Nc1ccccc1F)c1ccccc1 |
| 0.3 | -26 | 43 | -3 | -5 | -2 | 0.7 | -0.3 | -46 | 0 | CCC(CC)Nc1ccc(C(CC(N)=O)NC(=O)Cc2cccc3ccccc23)cc1[N+](=O)[O-] (stereo not drawn) |
| 0.4 | 17* | 2 | 18 | -5 | 3 | -0.4 | -0.9 | -10 | 0 | Cc1ccc(NC(=S)NCc2ccc(Cl)cc2)c(C)c1 |
| 1.2 | -1 | 0 | -9 | -6 | -4 | 1.8 | -0.6 | 2 | 3 | O=C(CN1C(=O)COc2ccccc21)NCCCN1CCCC1 |
| 5.8* | 10 | 2 | -5 | 1 | -23 | 1.3 | -1.8 | -15 | 0 | O=c1oc2ccccc2cc1-c1cn2cccnc2n1 |
| -0.6 | 4 | -2 | . | 0 | -1 | -0.5 | -0.6 | -7 | 0 | O=C(NCC(c1ccco1)N1CCCC1)c1cccc(S(=O)(=O)N2CCCCC2)c1 (stereo not drawn) |
| -1.3 | -6 | 4 | -3 | -2 | 0 | -1.5 | -0.4 | 10 | -6 | CC1CCCCN1C(=O)C12CCC(C)(C(=O)C1)C2(C)C (stereo not drawn) |
| -0.4 | -1 | 1 | 4 | -7 | -3 | 0.8 | -0.6 | 0 | -1 | CC(=O)c1c(N)c(C#N)c(C)n1-c1ccc(Br)cc1 |
| -0.1 | -4 | 1 | -3 | -1 | -2 | -0.5 | -0.3 | -12 | 4 | CN(C(=O)c1coc(=O)c2ccccc12)c1ccc(Br)cc1 |
| 0.0 | -4 | 8 | -7 | -11 | -3 | -2.0 | -0.7 | -7 | 3 | O=C(c1ccc(F)cc1)N1CCC(N2CCCCCC2)CC1 |
| 1.4 | 0 | 2 | -1 | 2 | -27 | 0.8 | 18* | 1 | -1 | O=C(CSc1nc2ncc(Br)cc2[nH]1)c1ccc([N+](=O)[O-])cc1 |
| -0.3 | 0 | 3 | -4 | -4 | 8 | 1.9 | -0.5 | -3 | -4 | NC(=O)Cn1nc(C(F)(F)F)c2c1CCCC2 |
| 3.2 | 0 | -1 | 0 | -6 | -10 | -1.2 | -0.8 | -7 | 0 | CC(=O)Nc1ccc(-c2cn3cccnc3n2)cc1 |
| 1.4 | 3 | -1 | 4 | 0 | -27 | -2.3 | -0.7 | -2 | 0 | CCOC(=O)N1CCN(S(=O)(=O)c2cccc3nonc23)CC1 |
| -0.7 | 2 | 5 | -2 | -13 | 0 | 4.6 | -2.0 | 3 | -4 | CCN(CC)CCCNC(=O)c1cc(-c2ccc(Cl)cc2)on1 |
| 0.5 | -4 | 0 | -5 | -2 | -1 | -1.3 | 0.1 | 1 | -5 | Cn1cccc1CNC1CCCCC1 |
| 0.7 | -6 | 79* | -5 | -2 | -4 | 80* | -0.7 | 2 | 69* | O=C(N/N=C/c1ccc(Br)s1)c1ccc([N+](=O)[O-])cc1 |
| -0.9 | -5 | 2 | -11 | -12 | -1 | -1.4 | -0.5 | 0 | 0 | COC(=O)c1sccc1OC(C)C(C)=O (stereo not drawn) |
| 0.8 | -8 | 3 | -12 | -2 | 3 | -0.8 | -0.4 | 15 | -3 | O=C(COC(=O)c1cccc(F)c1)NC(=O)NC1CCCC1 |
| -0.9 | -12 | 9 | . | -1 | 1 | -0.1 | -0.2 | -2 | 0 | O=C(NCc1ccco1)Nc1nnc([C@H]2C[C@H](O)[C@@H](CO)O2)s1 |
| 8.0* | 9 | -2 | -5 | -7 | 0 | -1.4 | 0.8 | 0 | 3 | O=C(N/N=C/c1ccc(N2CCOCC2)cc1)c1ccccc1NS(=O)(=O)c1cccs1 |
| -0.3 | 4 | 2 | -5 | -2 | 5 | -1.2 | -0.6 | -3 | 0 | O=C(CN(Cc1ccccc1)C(=O)CNS(=O)(=O)c1ccccc1)NCC1CCCO1 (stereo not drawn) |
| -0.1 | 4 | 0 | -5 | 3 | 0 | 0.5 | 0.0 | -6 | -1 | Cc1nc2ncnn2c(C)c1CCC(=O)N1CCc2ccccc2C1 |
| 0.3 | -13 | -1 | -9 | -4 | -2 | 0.0 | -0.6 | 6 | -2 | Cc1nc(N2CCN(C)CC2)c2cc(-c3ccccc3)sc2n1 |
| 0.1 | -9 | -10 | -12 | -1 | 15 | 1.5 | -0.1 | -3 | -4 | Cc1[nH]c2ccccc2c1SCc1ccccc1 |
| 0.2 | -4 | 0 | 0 | -1 | -4 | -0.8 | -0.1 | -4 | 1 | COC(=O)NNC(=O)c1ccc(C(C)(C)C)cc1 |
| -0.2 | -2 | 2 | 3 | -2 | -3 | -1.3 | 0.7 | 1 | -2 | Cn1c(N)c(C(=O)COC(=O)C2=NNC(=O)CC2)c(=O)n(C)c1=O |
| 1.8 | -16 | -1 | -2 | -4 | -3 | -0.1 | -0.8 | 8 | -2 | O=C(NCCSc1ccccn1)c1ccc(Cl)cc1 |
| 0.6 | -10 | 0 | -4 | 1 | 0 | -0.2 | -0.9 | -2 | -2 | CC(C)Oc1ccc(CC(=O)NNC(=S)Nc2ccccc2)cc1 |
| 1.5 | 1 | 5 | -10 | -3 | -19 | 0.7 | -0.5 | -2 | 2 | O=C(CN1C(=O)c2ccccc2C1=O)N(CCO)Cc1ccccc1 |
| 0.1 | 7 | 0 | -11 | -6 | 4 | 1.5 | -1.0 | 5 | -3 | COc1ccc2sc(NC(=O)NC(=O)c3c(Cl)cccc3Cl)nc2c1 |
| 0.9 | -8 | 5 | -2 | -11 | 0 | -1.0 | -0.8 | -6 | 4 | Nc1nc2nc(-c3ccccc3)cc(=O)n2[nH]1 |
| 0.2 | -3 | -3 | -1 | -4 | 7 | 0.3 | -0.2 | -7 | -2 | CCCc1cc(=O)[nH]c(SCC(=O)Nc2ccc(N3CCCCC3)cc2)n1 |
| 1.1 | -6 | -1 | -6 | -7 | -1 | -1.3 | -1.4 | -5 | -2 | Cc1cc(CC(C)C)n(-c2nc3ccccc3c(=O)n2OCC(=O)N(C)C)n1 |
| -0.4 | -6 | 0 | 2 | -2 | 0 | -1.1 | -0.3 | 19 | 1 | Cc1ccc(S(=O)(=O)Nc2c(O)c3ccccc3oc2=O)cc1 |
| 0.6 | -10 | 3 | -12 | 2 | -7 | 1.7 | 0.2 | 7 | 0 | O=C(NCc1ccco1)c1sc2ccccc2c1Cl |
| 1.1 | -2 | 0 | -6 | 1 | -2 | 1.4 | -0.4 | 6 | 1 | COC(=O)C1=C(C)NC(C)=C(C(=O)OC)C1c1ccc(OC(=O)c2ccco2)cc1 |
| 4.3 | -3 | 2 | -5 | -9 | 0 | -0.5 | 0.5 | 24* | 6 | CSCCCNC(=S)N1CCN(c2ccc(C(C)=O)cc2)CC1 |
| -0.2 | -5 | -1 | 3 | -5 | -2 | 0.6 | -0.3 | -89 | -2 | COc1ccc(C(=O)C2CCCN(C(=O)Cn3ccc(C)n3)C2)cc1OC (stereo not drawn) |
| -0.5 | -5 | -1 | 7 | -3 | -14 | -0.6 | 1.9 | 3 | 0 | COC(=O)C1=C(C)N(CCCC(=O)O)C(=O)NC1c1ccccc1OS(=O)(=O)c1ccccc1[N+](=O)[O-] (stereo not drawn) |
| -1.2 | 4 | 0 | -5 | -3 | 6 | -0.3 | -0.4 | 0 | -2 | COc1ccccc1NC(=O)CCNS(=O)(=O)c1ccc2c(c1)CCN2C(C)=O |
| . | 12 | 0 | 0 | -10 | -5 | -7.6 | -1.0 | 4 | -2 | CNC(=O)Cn1nc(-c2ccc(Cl)cc2)c2ccccc2c1=O |
| 1.6 | 3 | 2 | -1 | -8 | -20 | 6.1 | -1.0 | -23 | 6 | C=CCOc1ccc(/C=C2\SC(=S)N(CCC(=O)O)C2=O)cc1 |
| -0.1 | 10 | 0 | 6 | -13 | -28 | -2.6 | -1.6 | 1 | 0 | CS(=O)(=O)O/N=C1\CCCCC1c1ccc([N+](=O)[O-])cc1[N+](=O)[O-] (stereo not drawn) |
| 1.3 | -1 | -7 | . | -4 | -6 | 4.5 | -0.4 | 0 | -1 | CC1(C(=O)Nc2ccc3c(c2)OCCO3)CCN1C(=O)Cc1ccc(-c2ccccc2)cc1 (stereo not drawn) |
| -0.5 | -2 | -6 | . | -2 | 2 | 0.0 | -1.2 | -10 | -2 | COCOCCn1cc(CN2CCS(=O)(=O)N(Cc3ccc(-c4ccc(OC)c(OC)c4)cc3)C(CC(C)C)C2=O)nn1 (stereo not drawn) |
